# Compound activity deposited in PubChem BioAssay by Broad Institute.
# LGR2 antag = Drosophila LGR2 receptor signaling inhibition | 380,000 compounds, 0.35% hits | inhibition, % at 9.99 µM | HEK293 LGR2, CRE-luciferase, bursicon-stimulated, 4 h;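 active = drop in luminescence signal, shown as inhibition above about 50% in the replicate tests, limit read from the data, passing the limit was not always enough; inconclusive = probably only some replicates passing the limit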;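 also: agonist challenge used bursicon conditioned medium at about half maximal strength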
# PAX8 reporter = PAX8 transcriptional activity inhibition; 360,000 compounds, 1.2% hits; RMG-I TPO-luciferase reporter, SteadyGlo, 24 h; inhibition, % at 12.6 µM; AID 652154;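 active = mean replicate inhibition at least 60% with every replicate also reaching 60%; inconclusive = only one of the two criteria is met; inactive = mean below 60% and not all replicates reaching 60%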;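 also: luciferase light reporting Pax8 driven TPO promoter activity; plate controls were median of neutral control wells for no effect and mitoxantrone controls for full effect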
# FN deposit inh = fibronectin deposition inhibition; AID 743247; AH1F fibroblasts, Alexa488-fibronectin deposition fluorescence, overnight; inhibition, % at 12.6 µM; 350,000 compounds, 0.086% hits;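 active = mean inhibition across replicates of 30% or more, regardless of how many single replicates reach that level; inconclusive = mean under 30% yet at least half of replicates reach 30%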;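 also: positive control wells lacked labelled fibronectin entirely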
#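 Material: AH1F fibroblasts assembling fluorescent fibronectin matrix; amount: 10000 AH1F cells/well; medium: DMEM, 2% serum; reagent: Alexa488-fibronectin, 24 nM final in well; dosing: single compound dose, delivered by pin transfer; incubation: 1 h adhesion, overnight exposure; detection: fluorescence after three HBSS washes, excitation 485 nm, emission 525 nm; measure: fibronectin deposition inhibition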
# Starred values were filed as active, the others as inactive; ? = inconclusive. Not all compounds are listed; rates above refer to the full screens.
SMILES,LGR2 antag,PAX8 reporter,FN deposit inh
CN(C)CCNC(=O)/C(=C/c1ccc(-c2cccc([N+](=O)[O-])c2)o1)NC(=O)c1ccccc1,-6,-9,5
Cc1cccc(N2CCN(CC(O)COCc3cccs3)CC2)c1C (configuration not stated),1,-7,-6
Cc1ccc(C(=O)Nc2nnc(-c3ccco3)o2)cc1C,8,-30,-2
C=CCN(CC=C)C(=S)NC(=O)c1ccc(C)c(Br)c1,9,20,2
c1ccc(-c2csc(Nc3ncccn3)n2)cc1,6,-40,-3
CCCC(=O)Nc1nc(-c2ccccc2)ns1,-41,-114,-5
C/C(CC(=O)NC1CCCC1)=N\NC(=O)c1ccc([N+](=O)[O-])c(Cl)c1,-9,6,2
CC(C)N=c1scc(-c2cccs2)n1/N=C/c1ccc(O)c(O)c1O,-37,-5,-8
CCc1ccc2c(CN3CCN(S(=O)(=O)c4cccs4)CC3)cc(=O)oc2c1,23,28,13
Cc1ccc(C(=O)NC2(C(F)(F)F)NC(=O)N(c3ccc(Cl)cc3)C2=O)cc1 (configuration not stated),12,14,7
CNc1nc(Nc2ccc(C)c(Cl)c2)nc(N)c1[N+](=O)[O-],-60,-15,6
CC(=O)NC(Cc1ccccc1)C(=O)NC1CCN(C(=O)c2ccc([N+](=O)[O-])cc2)CC1 (configuration not stated),-14,10,-11
Cc1cccc2cc(CN(Cc3cccs3)C(=S)NCC3CCCO3)c(=O)[nH]c12 (configuration not stated),3,2,-7
CC(C)CN(CC(C)C)C(=O)CCCC(=O)N(CC(C)C)CC(C)C,7,8,-1
C=CCn1c(SCc2nc3sc(C(=O)O)c(C)c3c(=O)[nH]2)nnc1-c1ccccc1,6,10,10
Cc1ccccc1N1CCN(C(=S)c2ccccc2)CC1,12,7,3
O=C(COC(=O)c1cc2ccccc2oc1=O)c1cccc([N+](=O)[O-])c1,-9,11,-1
COc1cccc(/C=N/n2c(-c3ccco3)nc3ccccc3c2=O)c1OC,24,18,10
Cc1nn(Cc2cccc(C(=O)N3CCCC(C)C3)c2)c(C)c1[N+](=O)[O-] (configuration not stated),-16,11,4
O=C(CSc1ccccn1)Nc1ccccc1F,-19,-68,-4
CC(C)C(=O)N1CCN(c2nc(-c3ccc(Cl)cc3)cs2)CC1,23,-34,-9
Cc1c(C(=O)NCCCN2CCOCC2)oc2c1C1(CCC2)SCCS1,-6,-3,-3
CSCCC(NS(=O)(=O)c1ccc(Cl)cc1)C(=O)OCC(=O)c1ccc(F)cc1 (configuration not stated),6,23,-1
Cc1ccc(C(=O)Oc2coc(CSc3nnc(NC(=O)c4cccs4)s3)cc2=O)cc1,6,18,-5
Cc1cccc(C(=O)NCCNc2nc3cc(C)c(C)cc3cc2C)c1,13,1,-10
CC(=O)/C(=N\Nc1ccccc1Cl)Sc1nnc(-c2ccccc2)n1-c1ccccc1,14,0,-1
CCc1ccc2[nH]c3nc(C)cc(C)c3c(=O)c2c1,-14,-99,-3
O=C(/C=C/c1ccc(F)cc1)Nc1cccc(S(=O)(=O)Nc2cccc(C(F)(F)F)c2)c1,1,-3,4
COCCn1c(SCC(=O)Nc2ccccc2C)nc2c(oc3ccccc32)c1=O,4,7,11
O=C(/C=C/c1ccc(Br)cc1)N1CCN(c2cccc(C(F)(F)F)c2)CC1,19,-125,5
O=C(c1ccccc1)N1CCN(CC(O)COC2CCCCC2)CC1 (configuration not stated),-1,14,12
CCCn1c(SCC(=O)Nc2nc(-c3ccc(OC)cc3)cs2)nc2c1c(=O)n(C)c(=O)n2C,-14,-2,-8
Cc1c(N2C(=O)/C(=C\c3ccc(N(C)C)cc3)N(C)C2=S)c(=O)n(-c2ccccc2)n1C,-7,17,-1
Cc1cc(Sc2nc(NC(C)(C)C)nc(N3CCOCC3)n2)nc(Cl)n1,-2,0,2
COc1ccc(NC(=O)c2cc(-c3ccccc3)oc2C)cc1,-1,5,-4
O=C(Cc1ccccc1)Nn1c(O)c(/C=C2\C=Nc3ccccc32)sc1=S,2,-12,5
CCN(CC)c1ccc(C(=O)N/N=C(\C)c2ccc(OC)c(OC)c2)cc1,-13,-7,0
COc1ccc(NC(=O)COC(=O)CNS(=O)(=O)c2ccc(F)c(F)c2F)cc1OC,-10,-10,1
CCCCNC(=S)N(C)/N=C/c1ccc(F)cc1,4,9,-1
CCOc1ccccc1C1C2CCCCC2(O)CCN1C(=O)c1cccs1 (configuration not stated),13,-7,-9
Cc1ccc(CNC(=O)c2ccc3nc4[nH]c5ccccc5c4nc3c2)cc1,-8,2,-8
O=C1c2cccc3cccc(c23)C(=O)N1CCN1CCN(CC(O)COCc2ccc(Cl)cc2)CC1 (configuration not stated),-2,1,-1
Cc1ccsc1/C=N/NC(=O)c1ccc(Cn2cc(Br)cn2)o1,-47,-14,6
Cc1ccc(S(=O)(=O)NCCC(=O)Nc2ccc(Cl)c(Cl)c2)cc1,1,-8,-3
O=C(Nc1ccccc1)Nc1cc(S(=O)(=O)N2CCOCC2)ccc1N1CCCC1,3,-10,5
O=C(NCC(c1cccs1)N1CCOCC1)c1cc([N+](=O)[O-])ccc1Cl (configuration not stated),0,13,2
Cc1cccc(NC(=O)C2(c3cccs3)CCOCC2)n1,28,-7,12
S=C(NCCc1ccc(Cl)cc1)Nc1ccc(Cl)cc1Cl,2,-9,-4
Cc1c(NC(=O)c2ccc(S(=O)(=O)N3CC(C)OC(C)C3)cc2)c(=O)n(-c2ccccc2)n1C (configuration not stated),-5,7,-1
Cc1cccc(CC2SC(N3CCN(c4ccccc4)CC3)=NC2=O)c1 (configuration not stated),9,-9,2
CC(C)(C)c1ccc(OCCNC(=S)NC(=O)c2cccnc2)cc1,9,4,-8
Cc1ccc(NC(=O)COC(=O)C2COc3ccccc3O2)cc1S(=O)(=O)N1CCOCC1 (configuration not stated),3,-12,-5
FC(F)(F)c1ccc(Cl)c(N/N=C/c2ccc(N3CCOCC3)s2)c1,-7,-4,10
Cc1ccc(OCC(=O)OCC(=O)Nc2sccc2C(N)=O)cc1C,-12,-3,4
CC(=O)N1CC(C)c2scc(C)[n+]2-c2ccccc21 (configuration not stated),4,16,1
Cc1ccc(C(=O)NN2C(=O)CSC2=S)cc1,9,0,-3
CCOC(=O)c1c(C)[nH]c(C(=O)N/N=C/c2cccc(OC)c2)c1C,-15,-1,0
Clc1ccc2c(c1)C(C1=NCCN1)c1ccccc1CS2 (configuration not stated),25,20,6
O=C(/C=C/c1ccc(Cl)cc1Cl)NCCSCc1ccccc1,-31,6,-11
COc1ccc(C2NC(c3ccc(OC)cc3)C(c3ccccc3)C(=O)C2c2ccccc2)cc1 (configuration not stated),13,-7,5

# (cont.)
SMILES,LGR2 antag,PAX8 reporter,FN deposit inh
O=C(O)c1ccc(NC2=C(N3CCOCC3)C(=O)c3ccccc3C2=O)cc1,4,-21,5
CCOc1ccccc1NC(=O)C1C2CCC3C(CCC21)C3(Cl)Cl (configuration not stated),18,13,-1
O=C(Cn1c(Cc2ccccc2)nc2ccccc21)NCc1ccc2c(c1)OCO2,8,1,-2
Cc1ccccc1OCC(=O)N/N=C/c1ccncc1,3,-13,3
CC(C)c1ccc(/C=N/NC(=O)c2nnn(-c3nonc3N)c2CSC2=NCCS2)cc1,22,-16,1
CCOC(=O)c1cccc(COC(=O)c2cccc(-c3nnc(-c4ccccc4)o3)c2)c1,-27,-48,9
Cc1ccc(Oc2cc([N+](=O)[O-])cc3c2C(=O)Nc2ccccc2O3)cc1,-5,15,10
C=CCn1c(SCC(N)=O)nnc1-c1cc2c(s1)CCC(CC)C2 (configuration not stated),-50,-94,-3
CN1C(=O)/C(=C/c2ccco2)SC1=Nc1ccc(N2CCOCC2)cc1,-30,10,2
CCCCNC(=O)CSc1nc2ccccc2n1S(=O)(=O)c1ccc(Br)cc1,4,-22,8
CNc1ccccc1C(C)(C)c1cc(C)[nH]n1,11,11,-19
O=C(c1ccc(Cl)c(S(=O)(=O)N2CCc3ccccc3C2)c1)N1CCN(c2ccccc2)CC1,-6,5,4
CC1CCN(C2=NC(=O)/C(=C/c3cn[nH]c3-c3ccccc3)S2)CC1,-18,-14,1
CCc1cccc(CC)c1NC(=O)COn1nnc2ccc(C(F)(F)F)cc21,15,-1,1
COC(=O)c1c(N2C(=O)[C@H]3[C@@H](C2=O)[C@]2(C(=O)Nc4c(C)cccc42)N2CCC[C@@H]32)sc(C)c1C,7,21,0
Cc1ccc(C(=O)c2cc([N+](=O)[O-])ccc2N2CCOCC2)cc1,-21,27,15
CNC(=O)C(=O)Nc1c(C)cc(C)cc1C,-16,16,-3
CCN1CCN(c2ccc(S(=O)(=O)N(CC)CC)cc2[N+](=O)[O-])CC1,26,10,2
O=C(NC(c1ccccc1)c1cc(Cl)c2cccnc2c1O)c1cccnc1 (configuration not stated),?,25,-4
CN(CC(=O)Nc1ccc(Cl)cc1)C(=O)c1cccc(S(=O)(=O)N(C)C)c1,1,-2,5

# One compound at a time, as listed above:
# Listed for CN(CC(=O)Nc1ccc(Cl)cc1)C(=O)c1cccc(S(=O)(=O)N(C)C)c1 : LGR2 antag: 1; PAX8 reporter: -2; FN deposit inh: 5
# Listed for CC(C)(C)c1ccc(OCCNC(=S)NC(=O)c2cccnc2)cc1 : LGR2 antag: 9; PAX8 reporter: 4; FN deposit inh: -8

# Remaining list, next part:
SMILES,LGR2 antag,PAX8 reporter,FN deposit inh
Cc1ccc(C(=O)N[C@H](C(=O)OCC(=O)NC2CCS(=O)(=O)C2)C(C)C)cc1 (some centres not stated),-9,9,-6
COc1ccc(/C=C/c2nnc(NC(=O)COc3ccc(C)cc3)s2)cc1,-11,-115,6
CSc1ncccc1C(=O)OCC(=O)Nc1ccc(S(=O)(=O)N2CCCC2)cc1,-11,3,9
O=C1CS/C(=N/N=C2CCCC2)N1,4,7,1
COc1ccc(OC)c(NC(=O)c2cc3c(Cl)nc4ccccc4c3s2)c1,-10,15,0
O=C(O)CCc1nnc(SCC(=O)Nc2cccc(C(F)(F)F)c2)[nH]c1=O,-4,-2,-1
Cc1ccc(S(=O)(=O)N(C)c2cc(S(=O)(=O)Nc3ccncc3)c(C)cc2C)cc1,6,-10,14
CC(OC(=O)c1ccccc1Br)C(=O)Nc1nc(-c2cccc([N+](=O)[O-])c2)cs1 (configuration not stated),-22,0,-4
COC(=O)c1cccc(NC(=O)CCc2cc(OC)c(OC)c(OC)c2)c1,22,-16,4
NC(=S)NNC(=O)Nc1ccc(Cl)c(Cl)c1,-1,1,6
CCc1ccccc1NC(=O)CN(C)C(=O)CSc1nn(-c2ccccc2)c(=S)s1,8,10,5
CC(=O)c1ccc(NC(=O)c2ccn(C(=O)OCC(C)C)n2)cc1,-14,-119,-1
Cc1cc(C)nc(SCc2ccc(C(=O)NN=C3C4CC5CC(C4)CC3C5)cc2)n1,1,-12,-2
CC(=O)N1c2ccccc2N(Cc2ccc([N+](=O)[O-])cc2)C(=O)C1(C)C,9,11,-2
COc1cc(/C=N/NC(=O)c2ccc(COc3ccccc3Cl)o2)cc(Br)c1O,-6,-12,-4
O=c1[nH]c(/C=C/c2ccc(OC(F)F)cc2)nc2c1cnn2-c1ccccc1,-5,-13,-3
CCCn1nnnc1NC(=O)COc1ccc(CC)cc1,1,-14,-2

# Among those listed so far, 11 contain an aryl methoxy group.
SMILES,LGR2 antag,PAX8 reporter,FN deposit inh
COc1cccc(/C=N/n2c(-c3ccco3)nc3ccccc3c2=O)c1OC,24,18,10
CCCn1c(SCC(=O)Nc2nc(-c3ccc(OC)cc3)cs2)nc2c1c(=O)n(C)c(=O)n2C,-14,-2,-8
COc1ccc(NC(=O)c2cc(-c3ccccc3)oc2C)cc1,-1,5,-4
CCN(CC)c1ccc(C(=O)N/N=C(\C)c2ccc(OC)c(OC)c2)cc1,-13,-7,0
COc1ccc(NC(=O)COC(=O)CNS(=O)(=O)c2ccc(F)c(F)c2F)cc1OC,-10,-10,1
CCOC(=O)c1c(C)[nH]c(C(=O)N/N=C/c2cccc(OC)c2)c1C,-15,-1,0
COc1ccc(C2NC(c3ccc(OC)cc3)C(c3ccccc3)C(=O)C2c2ccccc2)cc1 (configuration not stated),13,-7,5
COc1ccc(/C=C/c2nnc(NC(=O)COc3ccc(C)cc3)s2)cc1,-11,-115,6
COc1ccc(OC)c(NC(=O)c2cc3c(Cl)nc4ccccc4c3s2)c1,-10,15,0
COC(=O)c1cccc(NC(=O)CCc2cc(OC)c(OC)c(OC)c2)c1,22,-16,4
COc1cc(/C=N/NC(=O)c2ccc(COc3ccccc3Cl)o2)cc(Br)c1O,-6,-12,-4
